Source: PubChem (National Center for Advancing Translational Sciences (NCATS))
GLP1R cytotox = qHTS of GLP-1 Receptor Inverse Agonists: Cytotox Screen; HEK293 cAMP-luciferase reporter cells, luminescence, 24 h; hit rate 0.13% among 410,000; Potency, µM (top dose mostly 38.3 µM), without a hit: at the top dose activity change, negative = inhibition, usual class: inhibitors;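 further: loss of luciferase light is scored as toxicity; potency means the concentration at half of the fitted maximal effect; on the % scale 0 is the no-effect control and ±100 the full control effect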
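Cells in DMEM/10% Nu serum/1% pen-strep, 1536-well format. Pre-incubated 12 h, dosed with 23 nL compound, incubated a further 24 h. Luciferase detection, 12 min at room temp, luminescence.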
TDP43 rescue = qHTS of TDP-43 Inhibitors. AID 652104, 2013. TDP-43 expressing yeast growth rescue, BacTiter-Glo, 24 h. hit rate 1.8% among 410,000. Potency, µM (highest dose often 46.1 µM), without a hit: top-dose growth rescue (activation), hits mostly activators; further: potency means the concentration at half of the fitted maximal effect; % of control where 0% means no effect; nearly all actives have a fitted effect of over 50% in size
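Galactose-induced TDP-43 yeast, OD600=0.02, compound pinned; 24 hr, 30 deg C; BacTiter-Glo luminescence for growth. Inhibitors of TDP-43 toxicity read as activators.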
Mm-Cpn inhibitor = Inhibitors of TCP-1 ring complex (TRiC) of Methanococcus maripaludis (MmCpn): qHTS; Chaperonin Mm-Cpn (Methanococcus maripaludis); purified Mm-Cpn ATPase, ADP Transcreener TR-FRET; Potency, µM (titrated, usually from 76.9 µM), for the others: top-dose activity, negative = inhibition, most hits filed as inhibitors; hit rate 0.031% among 330,000; further: potency means the concentration at half of the fitted maximal effect; on the % scale 0 is the no-effect control and ±100 the full control effect; nearly all actives have a fitted effect of over 80% in size
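Quantitative HTS used 25 nM Mm-CPN and 10 uM ATP in magnesium/KCl Tris buffer, pH 7.4, with 1 mM DTT. Hydrolysis ran 30 min at 37°C; ADP was read by HTRF.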
GLP1R inv ag = qHTS of GLP-1 Receptor Inverse Agonists (Inhibition Mode); HEK293 GLP-1R CRE-luciferase, luminescence, 24 h; GLP-1R form is constitutively active; Glucagon-like peptide 1 receptor (Homo sapiens), P43220; Potency, µM (highest dose often 38.3 µM), without a hit: at the highest dose activity change, negative = inhibition, actives largely listed as inhibitors; hit rate 1.6% among 410,000; further: potency means the concentration at half of the fitted maximal effect; on the % scale 0 is the no-effect control and ±100 the full control effect; nearly all actives have a fitted effect of over 55% in size
Target sequence (P43220 whole entry, looked up): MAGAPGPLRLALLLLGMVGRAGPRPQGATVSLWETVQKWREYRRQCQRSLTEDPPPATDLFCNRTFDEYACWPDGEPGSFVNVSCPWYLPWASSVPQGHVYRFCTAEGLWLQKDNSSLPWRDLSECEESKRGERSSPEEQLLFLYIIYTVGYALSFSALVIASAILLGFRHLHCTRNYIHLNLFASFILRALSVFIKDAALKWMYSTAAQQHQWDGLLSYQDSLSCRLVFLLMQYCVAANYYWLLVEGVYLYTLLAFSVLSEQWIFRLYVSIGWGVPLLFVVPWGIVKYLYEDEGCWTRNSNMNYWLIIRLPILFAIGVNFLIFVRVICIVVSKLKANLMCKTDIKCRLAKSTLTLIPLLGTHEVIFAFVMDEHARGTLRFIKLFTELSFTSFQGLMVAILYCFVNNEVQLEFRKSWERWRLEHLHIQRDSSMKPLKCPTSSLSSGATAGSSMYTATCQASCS
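Seeding at 200 cells/uL, 12 h culture, 24 hr compound treatment, then luciferase reagent and a luminescence read; cells are HEK293 stably expressing a constitutively active GLP-1R plus cAMP-responsive luciferase.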
Abeta yeast res = qHTS for compounds that reverse cellular toxicity of Amyloid beta (A-beta) peptide in yeast: Primary Screen | hit rate 0.063% among 410,000 | Potency, µM (doses to about 46.1 µM), inactives show at the highest dose growth rescue, most hits filed as activators | yeast expressing A-beta42, growth rescue, OD600, 48 h; response scale: 0% DMSO, 100% iron-clioquinol control; further: potency means the concentration at half of the fitted maximal effect; nearly all actives have a fitted effect of over 55% in size
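Yeast A-beta toxicity model in growth medium with pinned compounds, 48 h at 30 C; growth read as absorbance at 600 nm. Normalized to FeCl3/clioquinol equimolar mix (positive) and DMSO (negative).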
aSyn rescue = qHTS of alpha-syn Inhibitors; Yeast expressing alpha-synuclein, growth rescue, BacTiter-Glo, 24 h; Potency, µM (highest dose often 46.1 µM), for inactives: top-dose growth rescue (activation), usual class: activators; hit rate 0.14% among 370,000; AID 652106, 2013; further: potency means the concentration at half of the fitted maximal effect; % of control where 0% means no effect; nearly all actives have a fitted effect of over 65% in size
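Galactose-induced alpha-syn yeast (OD600=0.02, raffinose-pregrown) + pinned cpd, 24 hr, 30 deg C; growth by BacTiter-Glo luminescence. Growth restoration scores as activation.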
PTHR1 ag = qHTS for PTHR1 Agonists: Primary Screen. Parathyroid hormone/parathyroid hormone-related peptide receptor (Homo sapiens), Q03431. HEK293 GP2 PTHR1 cells, GloSensor cAMP luminescence, 1 h. Potency, µM (doses to about 115 µM), without a hit: at the highest dose activation, actives largely listed as activators. hit rate 0.075% among 410,000. AID 743266, 2014; further: potency means the concentration at half of the fitted maximal effect; nearly all actives have a fitted effect of over 55% in size; some results filed as inactive show a strong effect at the top dose; inactives centre near -15; many of its hits are not listed in these tables
Target sequence (Q03431 whole entry, looked up): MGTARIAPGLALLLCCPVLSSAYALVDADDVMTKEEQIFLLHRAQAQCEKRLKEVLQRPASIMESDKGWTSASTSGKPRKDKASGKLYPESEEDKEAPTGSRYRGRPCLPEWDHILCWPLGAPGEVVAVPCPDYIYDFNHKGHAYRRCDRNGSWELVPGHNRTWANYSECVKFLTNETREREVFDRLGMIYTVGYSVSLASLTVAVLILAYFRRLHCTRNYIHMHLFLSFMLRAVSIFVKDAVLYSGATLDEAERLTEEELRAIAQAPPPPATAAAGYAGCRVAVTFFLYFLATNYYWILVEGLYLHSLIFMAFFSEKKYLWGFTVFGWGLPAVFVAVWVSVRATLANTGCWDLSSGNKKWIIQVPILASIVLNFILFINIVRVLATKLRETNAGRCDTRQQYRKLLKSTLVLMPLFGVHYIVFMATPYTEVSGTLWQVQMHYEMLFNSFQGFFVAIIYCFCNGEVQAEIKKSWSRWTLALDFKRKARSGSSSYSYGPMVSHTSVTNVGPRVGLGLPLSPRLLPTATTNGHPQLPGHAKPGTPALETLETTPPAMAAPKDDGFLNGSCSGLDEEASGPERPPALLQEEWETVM
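HEK-293-derived GP2 cells expressing PTHR1 and a GloSensor cAMP reporter, 3,000/well, plated overnight, given luciferin plus IBMX (each 0.5 mM as added) for 1 h at 37 °C, then compound for 1 h at 37 °C. Luminescence was read after 15 min at room temperature.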
FUS suppressor = qHTS for Suppressors of FUS Proteinopathy: Primary screen using FUS-linked yeast assay; Potency, µM (series often up to 76.6 µM), without a hit: at the top dose growth rescue (activation), hits mostly activators; S. cerevisiae FUS-expressing, growth rescue, OD600, 24 h; hit rate 0.24% among 390,000;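 further: potency means the concentration at half of the fitted maximal effect; plate controls were DMSO vehicle for no effect and reference control for full effect; nearly all actives have a fitted effect of over 55% in size; some results filed as inactive show a strong effect at the top dose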
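S. cerevisiae expressing FUS from galactose induction served as the toxicity model. Growth after 24hr at 30C, read as absorbance at 600 nm, indicates suppression of toxicity; compounds dosed at several concentrations.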
Akt phos inh = HTS Assay for Inhibitors of Akt Phophorylation: Primary Screen | hit rate 0.32% among 360,000 | Neuro2A IGF-stimulated pAkt S473 HTRF, 20 min; active compounds read low | activity change, % for hits at 50 µM; in the data active means activity change below about -80%; inconclusive means mostly about -51% to -80%; further: on the % scale 0 is the no-effect control and ±100 the full control effect
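Neuro2A cells in DMEM with 0.5% FBS, overnight at 37 deg C, given compound at single 50 µM final, then IGF (6 nM final) for 20 min at 37 deg C. Lysed; phospho-Akt Ser473 by HTRF after 24 h, 665/615 ratio.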
An asterisk follows results filed as active; [ ] = another dose, or the depositor's remark. Unless noted, the call rests on the fitted dose curve; in most records, active means well fitted curve in the direction sought with a large enough effect; inconclusive means small, poorly fitted or top-dose-only effect, or another doubt; inactive means no such curve, though single readings can be large; an effect the other way counts as inactive or inconclusive. Some of the compounds tested; rates above refer to the full screens.

What do the screens show for `CCCN(C(=O)c1cc(CC)c(C)s1)c1c(N)n(Cc2ccccc2)c(=O)[nH]c1=O`?
GLP1R cytotox: 12%; TDP43 rescue: -4%; Mm-Cpn inhibitor: 2%; GLP1R inv ag: -7%; Abeta yeast res: 4%; aSyn rescue: -4%; PTHR1 ag: -13%; FUS suppressor: 16%; Akt phos inh: inactive

Results for Cc1cccc(NCc2ccccc2)c1 ?
GLP1R cytotox: -11%; TDP43 rescue: -1%; Mm-Cpn inhibitor: 1%; GLP1R inv ag: inconclusive; Abeta yeast res: 20%; aSyn rescue: 6%; PTHR1 ag: inactive; FUS suppressor: 17%; Akt phos inh: inactive

How did Cc1ccccc1NC(=O)CSc1nnc(C)c2ccccc12 do in these assays?
GLP1R cytotox: -5%; TDP43 rescue: 15%; Mm-Cpn inhibitor: 0%; GLP1R inv ag: 47%[activator]; Abeta yeast res: 3%; aSyn rescue: 9%; PTHR1 ag: -3%; FUS suppressor: 11%; Akt phos inh: inactive

What do the screens show for `COc1cccc(NC(=O)c2ccc3c(SCC(=O)O)c4c(nc3c2)CCCC4)c1`?
GLP1R cytotox: -5%; TDP43 rescue: -15%; Mm-Cpn inhibitor: -1%; GLP1R inv ag: 1%; Abeta yeast res: -1%; aSyn rescue: -4%; PTHR1 ag: inactive; FUS suppressor: 15%; Akt phos inh: inactive

What do the screens show for `O=C(O)/C=C\c1cn(-c2ccccc2)nc1-c1cc2ccccc2o1`?
GLP1R cytotox: 10%; TDP43 rescue: inconclusive; Mm-Cpn inhibitor: -5%; GLP1R inv ag: 3%; Abeta yeast res: -4%; aSyn rescue: 13%; PTHR1 ag: -61%[inhibitor]; FUS suppressor: 16%; Akt phos inh: inactive

What do the screens show for `COc1ccc(S(=O)(=O)N(C)CC(=O)NCc2cccnc2)cc1Cl`?
GLP1R cytotox: 16%; TDP43 rescue: -3%; Mm-Cpn inhibitor: 0%; GLP1R inv ag: -1%; Abeta yeast res: 8%; aSyn rescue: 2%; PTHR1 ag: -46%[inhibitor]; FUS suppressor: 2%; Akt phos inh: inactive

Results for COc1cccc(C(=O)Nc2ccccc2N2CCCC2)c1 ?
GLP1R cytotox: 4%; TDP43 rescue: 30%; Mm-Cpn inhibitor: -3%; GLP1R inv ag: 2%; Abeta yeast res: 0%; aSyn rescue: 2%; PTHR1 ag: -10%[57.5 µM]; FUS suppressor: 31%; Akt phos inh: inactive

What do the screens show for `COCCC(=O)N1CCC(Oc2ccc(C(=O)N3CCCCC3CCO)cc2)CC1` (stereo not given)?
GLP1R cytotox: 16%; TDP43 rescue: -1%; Mm-Cpn inhibitor: 0%; GLP1R inv ag: 42%[activator]; Abeta yeast res: 2%; aSyn rescue: 0%; PTHR1 ag: -8%; FUS suppressor: 4%; Akt phos inh: inactive

How did O=C(c1ccc(S(=O)(=O)Nc2ccccc2)cc1)N1CCC1 do in these assays?
GLP1R cytotox: -3%; TDP43 rescue: -2%; Mm-Cpn inhibitor: -2%; GLP1R inv ag: inconclusive; Abeta yeast res: -3%; aSyn rescue: 1%; PTHR1 ag: inactive; FUS suppressor: 9%; Akt phos inh: inactive

What do the screens show for `Cc1ccc(Cc2c(-c3ccccc3)nc3cc(C)ccn23)cc1`?
GLP1R cytotox: inconclusive; TDP43 rescue: 0%; GLP1R inv ag: inconclusive; Abeta yeast res: 2%; aSyn rescue: 0%; PTHR1 ag: -28%; FUS suppressor: 3%; Akt phos inh: inactive

Results for Cc1cccn2c(=O)c(/C=C(\C#N)C(N)=O)c(N3CCCCCC3)nc12 ?
GLP1R cytotox: -5%; TDP43 rescue: -7%; Mm-Cpn inhibitor: 1%; GLP1R inv ag: 49%[activator]; Abeta yeast res: 13%; aSyn rescue: inconclusive; PTHR1 ag: -16%; FUS suppressor: 21%; Akt phos inh: inactive

How did CC(=O)c1cc(-c2ccc(F)cc2)n(CC(=O)NC2CCC(C)CC2)c1C (stereo not given) do in these assays?
GLP1R cytotox: -5%; TDP43 rescue: 17%; GLP1R inv ag: 2%; Abeta yeast res: -30%; PTHR1 ag: inactive; FUS suppressor: 19%

What do the screens show for `CCOC(=O)c1c(C)[nH]c(C)c1S(=O)(=O)N1CCCC(C(=O)Nc2ccccc2OCC)C1` (stereo not given)?
GLP1R cytotox: 2%; TDP43 rescue: 0%; GLP1R inv ag: 2%; Abeta yeast res: -9%; PTHR1 ag: inactive; FUS suppressor: 34%

Results for COc1ccc(SC[C@H](Cc2ccccc2)N2CC[C@@H](C(C)(C)C)CCC2=O)cc1 ?
GLP1R cytotox: 9%; TDP43 rescue: 1%; Mm-Cpn inhibitor: -1%; GLP1R inv ag: inconclusive; Abeta yeast res: inconclusive; aSyn rescue: -5%; PTHR1 ag: inactive; FUS suppressor: 19%; Akt phos inh: inactive

What do the screens show for `COc1ccc(NC(C)=O)cc1NC(=O)CSc1nc2ncccc2[nH]1`?
GLP1R cytotox: 17%; TDP43 rescue: 8%; Mm-Cpn inhibitor: 0%; GLP1R inv ag: 0%; Abeta yeast res: 14%; aSyn rescue: 1%; PTHR1 ag: inactive; FUS suppressor: 8%; Akt phos inh: inactive

How did COCCNc1nc2c(c(=O)n(Cc3ccc(OC)cc3)c(=O)n2C)n1C do in these assays?
GLP1R cytotox: -7%; TDP43 rescue: 13%; Mm-Cpn inhibitor: -3%; GLP1R inv ag: 36%; Abeta yeast res: -3%; aSyn rescue: -5%; PTHR1 ag: -17%; FUS suppressor: 8%; Akt phos inh: inactive

What do the screens show for `CC(C)Oc1ccc(C(=O)OCC(=O)NCCNC(=O)COC(=O)c2ccc(OC(C)C)cc2)cc1`?
GLP1R cytotox: 1%; TDP43 rescue: 19%; Mm-Cpn inhibitor: 0%; GLP1R inv ag: -26%; Abeta yeast res: 4%; aSyn rescue: -3%; PTHR1 ag: -17%; FUS suppressor: 32%; Akt phos inh: inactive

What do the screens show for `NC(=O)COC(=O)c1ccc(C(=O)C(=O)c2ccccc2)cc1`?
GLP1R cytotox: -4%[7.66 µM]; TDP43 rescue: -9%[9.22 µM]; Mm-Cpn inhibitor: -4%; GLP1R inv ag: 4%[7.66 µM]; Abeta yeast res: 0%; aSyn rescue: 5%; PTHR1 ag: -11%; FUS suppressor: 5%; Akt phos inh: inactive

Results for COC(=O)C(CCSC)NC(=O)c1cc2c(n(-c3ccc(Cl)cc3)c1=O)CCCC2=O (stereo not given) ?
GLP1R cytotox: 6%; TDP43 rescue: -8%; GLP1R inv ag: 2%; Abeta yeast res: -16%; PTHR1 ag: inactive; FUS suppressor: 8%

Results for COc1cccc(/C(C)=N/NC(=O)Cc2c(C)[nH][nH]c2=O)c1 ?
GLP1R cytotox: 7%; TDP43 rescue: 11%; Mm-Cpn inhibitor: -4%; GLP1R inv ag: -4%; Abeta yeast res: -7%; aSyn rescue: 2%; PTHR1 ag: inactive; FUS suppressor: -39%; Akt phos inh: inactive

What do the screens show for `CC1CCc2sc(C(=O)NCC(C)(C)N3CCOCC3)cc2C1` (stereo not given)?
GLP1R cytotox: 11%; TDP43 rescue: -27%; Mm-Cpn inhibitor: -18%; GLP1R inv ag: inconclusive; Abeta yeast res: 4%; aSyn rescue: -4%; PTHR1 ag: -5%; FUS suppressor: 26%; Akt phos inh: inactive

How did C=CCSc1nnc(NC(=O)c2ccc(Cl)nc2)s1 do in these assays?
GLP1R cytotox: 4%; TDP43 rescue: -12%; Mm-Cpn inhibitor: -6%; GLP1R inv ag: 4%; Abeta yeast res: -14%; aSyn rescue: -6%; PTHR1 ag: inactive; FUS suppressor: 15%; Akt phos inh: inactive

Results for C(=C\c1ccccc1)/CSc1nc2ncccc2[nH]1 ?
GLP1R cytotox: -8%; TDP43 rescue: 11%; Mm-Cpn inhibitor: 0%; GLP1R inv ag: -9%; Abeta yeast res: 6%; aSyn rescue: -3%; PTHR1 ag: -5%; FUS suppressor: 8%; Akt phos inh: inactive

How did COc1cc(NS(=O)(=O)c2cc(C)ccc2OC)c(OC)cc1Cl do in these assays?
GLP1R cytotox: 0%; TDP43 rescue: 0%; Mm-Cpn inhibitor: 0%; GLP1R inv ag: -42%; Abeta yeast res: -2%; aSyn rescue: 17%; PTHR1 ag: inactive; FUS suppressor: 5%; Akt phos inh: inactive

What do the screens show for `Cc1ccc(Cl)cc1NC(=O)COC(=O)c1ccc(CN2CCCC2=O)cc1`?
GLP1R cytotox: 3%; TDP43 rescue: 3%; Mm-Cpn inhibitor: -1%; GLP1R inv ag: 11%; Abeta yeast res: -6%; aSyn rescue: -5%[1.84 µM]; PTHR1 ag: -17%; FUS suppressor: -1%; Akt phos inh: inactive
